Compound activity from PubChem BioAssay.
CHRM4 antagonist = CHRM4 antagonism in calcium assay; 360,000 compounds, 0.73% hits; AID 624125; inhibition, % at 3 µM; CHO-hM4 cells, ACh EC80, Fluo-8 calcium fluorescence; P08173;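 active = inhibition above its plate's cutoff, the mean inhibition of sample wells plus 3 SD, cut at about 27% in these data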;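 note: 0% = acetylcholine EC80 with DMSO and 100% = DMSO without agonist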
Target sequence (P08173 whole entry, looked up): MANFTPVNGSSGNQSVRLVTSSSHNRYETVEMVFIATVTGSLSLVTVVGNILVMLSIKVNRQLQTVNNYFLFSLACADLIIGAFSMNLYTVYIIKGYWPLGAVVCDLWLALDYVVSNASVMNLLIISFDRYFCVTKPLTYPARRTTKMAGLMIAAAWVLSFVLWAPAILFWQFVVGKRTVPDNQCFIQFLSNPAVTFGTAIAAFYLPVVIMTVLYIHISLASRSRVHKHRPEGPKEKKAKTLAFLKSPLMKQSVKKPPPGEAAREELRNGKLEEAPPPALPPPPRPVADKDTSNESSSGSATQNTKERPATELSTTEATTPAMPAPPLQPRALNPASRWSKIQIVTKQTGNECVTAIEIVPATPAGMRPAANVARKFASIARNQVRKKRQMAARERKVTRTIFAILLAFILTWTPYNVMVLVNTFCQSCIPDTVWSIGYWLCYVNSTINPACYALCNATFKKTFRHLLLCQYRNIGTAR
M4 PAM = CHRM4 positive allosteric modulation; P08173; CHO-K1 hM4/Gqi5, Fluo-8 calcium fluorescence, ACh EC20; 0% = ACh EC20, 100% = maximal ACh; activation, % at 3 µM; 360,000 compounds, 0.4% hits; AID 624126;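 active = activation above its plate's cutoff, the mean activation of sample wells plus 3 SD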; note: some results filed as inactive read as strong as hits
M1 ag parental = M1 agonist counterscreen hit in parental CHO-K1 cells; Fluo-8 calcium fluorescence; scaled to maximal ATP response, vehicle zero; activation, % at 3 µM; 360,000 compounds, 0.48% hits; in the data active = activation above about 15%;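 note: untransfected CHO-K1 host cells lacking M1 receptor as counterscreen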
CHO-K1 Ca antag = nonselective inhibitor or artifact in parental CHO-K1 cells. ATP-induced calcium, Fluo-8 fluorescence. 360,000 compounds, 0.6% hits. AID 602250. inhibition, % at 3 µM;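 active = inhibition above a per-plate cutoff, the plate's mean sample inhibition plus 3 SD, cut at about 24% in these data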;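 note: 0% = DMSO plus EC80 ATP and 100% = DMSO alone without ATP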
M4 ag = CHRM4 agonism in calcium assay; AID 624127; 360,000 compounds, 0.14% hits; activation, % at 3 µM; P08173; CHO-K1 hM4/Gqi5, Fluo-8 calcium fluorescence; vehicle 0%, full acetylcholine response 100%;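 active = activation above the run mean over all test wells plus 3 SD, cut at about 32% in these data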;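 note: peak over basal fluorescence ratio per well then scaled between controls; 0% = DMSO wells and 100% = acetylcholine at EC100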
CHO-K1 Ca PAM = nonselective activator or artifact in parental CHO-K1 calcium assay; ATP EC20, Fluo-8 calcium fluorescence; 0% at ATP EC20, 100% at ATP max; activation, % at 3 µM; 360,000 compounds, 0.02% hits; AID 602247;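 active = activation above the run cutoff, the mean activation of all test compounds plus 3 SD, cut at about 40% in these data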;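 note: peak over basal fluorescence ratio in a 140 s read after ATP addition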
M5 PAM = CHRM5 positive allosteric modulation; P08912; CHO-K1 hM5, Fluo-8 calcium, ACh EC20 PAM; 0% = ACh EC20, 100% = ACh EC100; 360,000 compounds, 0.3% hits; activation, % at 3 µM; AID 624038;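 active = activation above the run cutoff, the mean activation of all test compounds plus 3 SD, cut at about 18% in these data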
Target sequence (P08912 whole entry, looked up): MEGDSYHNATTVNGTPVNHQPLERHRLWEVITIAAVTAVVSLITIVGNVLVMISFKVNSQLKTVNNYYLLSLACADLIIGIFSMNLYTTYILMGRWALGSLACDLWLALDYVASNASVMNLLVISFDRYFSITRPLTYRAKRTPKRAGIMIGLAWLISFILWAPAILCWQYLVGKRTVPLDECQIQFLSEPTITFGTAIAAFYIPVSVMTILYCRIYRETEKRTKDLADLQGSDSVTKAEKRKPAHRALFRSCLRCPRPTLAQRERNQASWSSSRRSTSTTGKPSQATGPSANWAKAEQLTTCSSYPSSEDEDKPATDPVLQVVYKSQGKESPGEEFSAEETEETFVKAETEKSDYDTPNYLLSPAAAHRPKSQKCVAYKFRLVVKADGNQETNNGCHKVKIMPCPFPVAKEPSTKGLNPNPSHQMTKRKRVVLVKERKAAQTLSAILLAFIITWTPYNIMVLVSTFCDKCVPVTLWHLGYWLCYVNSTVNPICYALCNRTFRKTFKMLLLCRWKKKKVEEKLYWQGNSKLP
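Probe or stimulus: acetylcholine, EC20 level; Assay system: human M5 receptor in CHO-K1 cells; Schedule: compound preincubation 140 s before EC20 acetylcholine addition; Technique: intracellular calcium via Fluo-8 fluorescence; Dosing: single-point, 3 µM nominal; Read-out basis: percent activation from peak-over-basal fluorescence ratio, scaled EC20-to-EC100 acetylcholine; Repeats: one well per compound, no replicates.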
M5 antag = blocks acetylcholine activation of human M5 receptor; CHO-hM5 cells, Fluo-8 calcium fluorescence, ACh EC80; inhibition, % at 3 µM; 360,000 compounds, 0.59% hits;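 active = inhibition above a per-plate cutoff, the mean of that plate's test compounds plus 3 SD, cut at about 27% in these data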;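 note: 0% = acetylcholine EC80 with DMSO and 100% = DMSO without agonist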
CHRM5 agonist = CHRM5 agonism in calcium assay. P08912. CHO-K1 hM5 cells, Fluo-8 calcium fluorescence; 0% DMSO wells, 100% maximal acetylcholine response. activation, % at 3 µM. 360,000 compounds, 0.19% hits. AID 624037;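 active = activation above the run's mean over test compounds plus 3 SD, cut at about 23% in these data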;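 note: signal is peak over basal fluorescence ratio across the kinetic read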
Starred values were filed as active, the others as inactive.

SMILES | CHRM4 antagonist | M4 PAM | M1 ag parental | CHO-K1 Ca antag | M4 ag | CHO-K1 Ca PAM | M5 PAM | M5 antag | CHRM5 agonist
CCN(CC(=O)NC(C)(C)C)C(=O)COc1c(Cl)cc(Cl)c2ccc(C)nc12 | 5 | 5 | 1.9 | -11 | 4 | 15 | -11 | 15 | -2
COc1cc(-c2nc(-c3ccccc3)c(-c3ccc(F)cc3)[nH]2)cc2c1OCO2 | 0 | 3 | 0.0 | 19 | 0 | -9 | 0 | -1 | -3
NC(=O)c1ccc(NC(=O)CSc2nc3ccccc3c(=O)n2CCCN2CCOCC2)cc1 | -16 | 7 | 0.3 | -12 | 1 | 9 | -1 | 13 | 1
CCOc1nc(C)ccc1-c1noc(-c2ccccn2)n1 | -10 | 5 | 1.1 | -12 | 0 | 22 | 5 | -8 | -2
CCN(CC)C(=O)Cn1cc(S(=O)(=O)CC(=O)NC2CCCCC2)c2ccccc21 | -21 | 23 | 1.1 | -19 | 1 | 6 | 1 | -3 | -3
Cc1cc(C)c(OCC(=O)NCC(c2ccco2)N2CCCCC2)c(C)c1 (stereo unspecified) | 0 | -3 | -0.3 | -3 | 0 | -14 | -1 | 1 | -11
COc1ccc(N2CCN(C(=O)Cc3ccc(S(=O)(=O)N4CCOCC4)s3)CC2)cc1 | -3 | 5 | 1.9 | -1 | 5 | 10 | 0 | 8 | 3
Cc1cc(C(=O)CSc2nnnn2-c2ccccc2)c(C)n1-c1ccc2c(c1)OCO2 | 8 | -12 | 2.1 | -7 | 1 | 21 | -9 | 9 | -3
CCCCCc1nnc(NC(=O)c2ccc3nc[nH]c3c2)s1 | -19 | 16 | 0.2 | 6 | 2 | -16 | 6 | -5 | 8
C=CCn1c(SCC(=O)NCC(c2ccccc2)N(C)C)nnc1C1CCCCC1 (stereo unspecified) | 8 | -2 | -0.1 | -6 | 1 | 5 | -7 | 6 | -10
COC(=O)c1ccc(CSc2nc3ccc(S(=O)(=O)N4CCOCC4)cc3[nH]2)cc1 | 1 | -2 | 5.2 | -3 | 4 | 20 | -4 | -4 | 0
COc1cc(C(=O)NCc2nnc(SCC(=O)NC3CCCC3)o2)cc(OC)c1OC | -3 | -2 | 0.1 | 0 | 0 | 0 | -1 | 3 | -3

Reformatted with two lines to a compound: 2 of the compounds above
Each structure is followed by: CHRM4 antagonist | M4 PAM | M1 ag parental | CHO-K1 Ca antag | M4 ag | CHO-K1 Ca PAM | M5 PAM | M5 antag | CHRM5 agonist
- COC(=O)c1ccc(CSc2nc3ccc(S(=O)(=O)N4CCOCC4)cc3[nH]2)cc1
    1 | -2 | 5.2 | -3 | 4 | 20 | -4 | -4 | 0
- COc1cc(C(=O)NCc2nnc(SCC(=O)NC3CCCC3)o2)cc(OC)c1OC
    -3 | -2 | 0.1 | 0 | 0 | 0 | -1 | 3 | -3

(next part)
SMILES | CHRM4 antagonist | M4 PAM | M1 ag parental | CHO-K1 Ca antag | M4 ag | CHO-K1 Ca PAM | M5 PAM | M5 antag | CHRM5 agonist
CN(C(=S)Nc1ccc(Oc2ccccc2)cc1)C1CCCCC1 | 8 | -17 | 4.4 | 13 | 6 | 7 | -14 | 22 | -8
Cc1cc(C)cc(NC(=O)N(CCC#N)Cc2cccs2)c1 | 4 | -5 | 0.0 | 2 | -1 | -1 | 0 | -1 | -4
COCCN1C[C@@H](CO)O[C@@H](n2cnc3c(NCc4cc(OC)c(OC)c(OC)c4)ncnc32)C1 | -14 | 11 | -0.2 | -8 | 2 | -5 | 1 | -3 | 1
COc1ccc(CN(C)CC(=O)NC2CCCc3ccccc32)cc1OC (stereo unspecified) | -10 | 6 | 0.2 | 7 | 1 | -14 | 3 | 4 | 0
CC(=O)Nc1ccc(S(=O)(=O)N2CCN(CC(=O)NC3CCCC3)CC2)cc1 | -23 | 3 | 0.2 | -7 | 1 | 17 | 5 | -6 | -8
Cc1ccc(C)c(NC(=O)CSc2nnc(CSc3nc(C)cc(C)n3)n2Cc2ccco2)c1 | 4 | -6 | -0.1 | 7 | 0 | -5 | -2 | 1 | -2
CC1(C)CC(=O)C=C(Nc2ccc(C(=O)O)c(O)c2)C1 | -4 | -1 | -0.1 | -5 | 0 | 0 | 0 | 12 | -3
COc1ccc(OC)c(Nc2nc(-c3sc(NC(=O)C(C)(C)C)nc3C)cs2)c1 | 16 | 4 | -0.7 | 9 | 1 | -13 | -2 | 8 | 0
O=C(N/N=C/c1c(F)cccc1Cl)c1cc(C2CC2)[nH]n1 | 6 | 6 | 0.4 | -4 | 2 | 13 | -2 | 4 | 0
COc1ccccc1N1CCN(C(=O)CCC(=O)Nc2nnc(CC(C)C)s2)CC1 | -3 | 3 | 1.7 | -4 | 3 | 13 | -2 | 8 | 0
CCOC(=O)C1CCN(C(=O)COC(=O)c2cccc(F)c2)CC1 | -6 | 2 | 0.7 | 1 | 1 | 11 | 3 | -5 | 0
CCN(CC)CC(O)COc1ccc2c(c1)OCO2 (stereo unspecified) | -6 | 4 | -0.1 | -13 | -1 | 27 | 0 | -3 | -2
CC(=O)c1ccsc1-c1c(C)cc2oc(=O)cc(-c3ccccc3)c2c1C | -13 | -5 | 1.5 | -16 | -1 | 28 | -6 | -2 | -3
Cc1nnc(SCC(=O)NNC(=O)c2ccccc2)n1-c1ccccc1 | -15 | 4 | 0.0 | -3 | 1 | 8 | 0 | -7 | -2
COc1ccc(Oc2c(OC)cc(NCc3ccc(CN)cc3)c3ncccc23)cc1 | 3 | 1 | 1.9 | -5 | 1 | 15 | 1 | 3 | 1
Cc1cc(C)n2c(C)nnc2c1 | 9 | 6 | 0.2 | -12 | 1 | 11 | 1 | 6 | 2
O=C(c1ccc(S(=O)(=O)Cc2ccccc2Cl)c([N+](=O)[O-])c1)N1CCN(c2ccccn2)CC1 | 14 | -15 | 11 | -9 | 20 | 9 | -24 | 14 | -2
CCc1nc(N2CCN(S(=O)(=O)c3ccc(Br)cc3)CC2)c2c(C)c(C)sc2n1 | 1 | -10 | 0.2 | -9 | 0 | 12 | 3 | -7 | -1
COC(=O)c1ccccc1SC(CC(=O)c1ccccc1)c1ccc(F)cc1 (stereo unspecified) | -7 | -23 | 1.3 | -18 | -1 | 21 | -6 | 15 | -3
C[C@@H]1CN([C@@H](C)CO)C(=O)c2cc(NC(=O)CCC(F)(F)F)ccc2O[C@H]1CN(C)Cc1ccc(Cl)c(Cl)c1 | -26 | 3 | 0.7 | -11 | 3 | 8 | -11 | -1 | -3
Cc1ccc(S(=O)(=O)N2CCOCC2)cc1NC(=O)CSc1nnnn1C1CCCC1 | -6 | -7 | 2.8 | 9 | 13 | 4 | -14 | 4 | 4
N#CC1=C(SCC(=O)NC23CC4CC(CC(C4)C2)C3)NC(=O)C(C#N)C12CCCCC2 (stereo unspecified) | 8 | -4 | 12 | 1 | 21 | -2 | -15 | 29* | 8
CC1(C(=O)NS(=O)(=O)c2cccs2)CCN1C(=O)C1CC1 (stereo unspecified) | -6 | 3 | -0.1 | 7 | 0 | -3 | 1 | 4 | 2
O=C(CCOc1ccccc1)Nc1ccnn1C1CCN(Cc2ccc(F)cc2)CC1 | -7 | 11 | 0.9 | 4 | 3 | 10 | -1 | 7 | -4
CCN(CC)c1ccc(S(=O)(=O)N2CCOCC2)cc1NC(=O)COC(=O)/C=C/c1ccco1 | 11 | -7 | 5.1 | -14 | 17 | 8 | -27 | 18 | -2
Cc1cc(C)n2c(SCC(=O)N(CCC#N)c3ccc4c(c3)OCCO4)nnc2n1 | -7 | 7 | -0.4 | 2 | 1 | 10 | -5 | 11 | 0
O=C(CC(c1ccc(F)cc1)c1ccco1)N1CCCC1 (stereo unspecified) | 5 | 3 | -0.4 | 2 | 1 | 8 | -4 | -1 | 1
CCC1CCC2(CC1)NC(=O)N(CC(=O)NCc1ccccc1Cl)C2=O (stereo unspecified) | -3 | 1 | -0.8 | 1 | 0 | -11 | -4 | 10 | -2
O=C(Cn1c(=O)oc2cc(S(=O)(=O)N3CCCC3)ccc21)NCc1ccccn1 | -5 | 4 | 0.5 | 2 | 1 | -6 | 2 | -2 | -1
CCOc1ccc2nc(N3CCOCC3)nc(C)c2c1 | 0 | 1 | -0.4 | -5 | 1 | 7 | 0 | -5 | -4
Cc1nc2ncc(Br)cc2[nH]1 | 11 | -3 | -0.2 | 4 | -1 | 3 | 7 | -9 | 1
COCCCn1c(=N)c(C(=O)NCC2CCCO2)cc2c(=O)n3ccccc3nc21 (stereo unspecified) | -5 | 2 | 0.4 | -11 | 1 | 20 | -1 | 1 | -4
O=[N+]([O-])c1ccc(C2=NN(CCO)C(=Nc3ccc(OC(F)(F)F)cc3)SC2)cc1 | 7 | -31 | 2.7 | 2 | 7 | -9 | -12 | 1 | -8
CCN(C1CCS(=O)(=O)C1)S(=O)(=O)c1cccs1 (stereo unspecified) | 3 | 2 | -0.3 | 8 | 0 | 6 | 4 | -6 | 1
O=C(NCCc1c[nH]c2ccccc12)/C(=C\c1cccs1)NC(=O)c1ccccc1 | -12 | 2 | 4.0 | -8 | 9 | 11 | -2 | 2 | 5
CN(C)c1ccc(C(=O)C=Cc2ccc([N+](=O)[O-])cc2)cc1 | 5 | 1 | 0.4 | -5 | 2 | 2 | 3 | -2 | 2
CC1=C(C#N)C2(O)C(=O)c3ccccc3C2(O)N1 (stereo unspecified) | -12 | 5 | 0.7 | -17 | 1 | -3 | -3 | 2 | 0
CC1=C(C)CC(C(=O)NNC(=O)c2csc(C)c2C)C(C(=O)O)C1 (stereo unspecified) | 3 | 14 | 0.6 | -7 | 1 | 8 | -2 | 4 | -1
COCCNC(=O)Cn1cnc2sc(C)c(S(=O)(=O)N3CCC(C)CC3)c2c1=O | -3 | -3 | -0.2 | -8 | 0 | 10 | -1 | 4 | 2
COC(=O)C1=C(C)N(c2ccc(F)c(Cl)c2)C(=O)C1 | -2 | 0 | 0.0 | -2 | 1 | 2 | 0 | 3 | -3
Cn1c(=O)c2c(ncn2CC(=O)N2CCN(c3cccc(Cl)c3)CC2)n(C)c1=O | -7 | 2 | 1.1 | -13 | 2 | 17 | 4 | 4 | -5
Cc1noc(C)c1CSc1nc2ccccc2s1 | 9 | 2 | 0.2 | -10 | 1 | 17 | 3 | 6 | -5
Cc1ccc(CNC(=O)c2cc(C)nn2-c2ccccc2)cc1 | 7 | -19 | 0.2 | -10 | 1 | -8 | 8 | -3 | -2
CC(C)Cn1c(-c2cccc(S(=O)(=O)N3CCOCC3)c2)n[nH]c1=S | -2 | -1 | 0.9 | -8 | 1 | 9 | 2 | 1 | 1
Cc1oc(C(C)(C)C)cc1C(=O)NC(Cc1ccccc1)C(=O)O (stereo unspecified) | 2 | -1 | 1.6 | -12 | 0 | 5 | 4 | 7 | 0
C=CCSc1nc(N)c(C(=O)Nc2ccccc2)cc1C#N | -11 | -1 | 2.1 | 1 | 6 | 15 | 1 | 4 | -1
COc1cc(C(=S)N2CCOCC2)ccc1OS(=O)(=O)c1ccc(C)cc1 | -7 | 1 | 0.2 | -8 | 3 | 18 | -3 | -1 | 3
COc1ccccc1N1CCN(c2ccc(S(=O)(=O)N3CCN(C)CC3)cn2)CC1 | -8 | 3 | -0.2 | -2 | 2 | -2 | 5 | 7 | 3

Quoted from the listing:
For CHO-K1 Ca antag, COc1cc(C(=S)N2CCOCC2)ccc1OS(=O)(=O)c1ccc(C)cc1 has -8
For M4 ag, CCN(C1CCS(=O)(=O)C1)S(=O)(=O)c1cccs1 (stereo unspecified) has 0
For M1 ag parental, COc1cc(-c2nc(-c3ccccc3)c(-c3ccc(F)cc3)[nH]2)cc2c1OCO2 has 0.0
